IDH1 R132H inh = inhibitors of human IDH1 R132H; O75874; IDH1 R132H reductase, diaphorase/resazurin fluorescence, 60 min; inhibition, % at 10 µM; actives 0.18% (n = 70,000); in the data active = inhibition above about 34%;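 also: 0% = DMSO and 100% = no enzyme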
EZH2 inh = blocks human EZH2/PRC2 H3K27 methylation; Q15910; DELFIA TRF, 1 h; inhibition, % at 12.5 µM; actives 0.35% (n = 57,000); AID 651548;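 active = mean inhibition of replicates at least 50% and every single replicate also reaching 50%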;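 also: dimethyl H3K27 on biotinylated H3 21-44 peptide detected by antibody; plate controls were median neutral control wells for no effect and median positive control wells for full effect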
Target sequence (Q15910 whole entry, looked up): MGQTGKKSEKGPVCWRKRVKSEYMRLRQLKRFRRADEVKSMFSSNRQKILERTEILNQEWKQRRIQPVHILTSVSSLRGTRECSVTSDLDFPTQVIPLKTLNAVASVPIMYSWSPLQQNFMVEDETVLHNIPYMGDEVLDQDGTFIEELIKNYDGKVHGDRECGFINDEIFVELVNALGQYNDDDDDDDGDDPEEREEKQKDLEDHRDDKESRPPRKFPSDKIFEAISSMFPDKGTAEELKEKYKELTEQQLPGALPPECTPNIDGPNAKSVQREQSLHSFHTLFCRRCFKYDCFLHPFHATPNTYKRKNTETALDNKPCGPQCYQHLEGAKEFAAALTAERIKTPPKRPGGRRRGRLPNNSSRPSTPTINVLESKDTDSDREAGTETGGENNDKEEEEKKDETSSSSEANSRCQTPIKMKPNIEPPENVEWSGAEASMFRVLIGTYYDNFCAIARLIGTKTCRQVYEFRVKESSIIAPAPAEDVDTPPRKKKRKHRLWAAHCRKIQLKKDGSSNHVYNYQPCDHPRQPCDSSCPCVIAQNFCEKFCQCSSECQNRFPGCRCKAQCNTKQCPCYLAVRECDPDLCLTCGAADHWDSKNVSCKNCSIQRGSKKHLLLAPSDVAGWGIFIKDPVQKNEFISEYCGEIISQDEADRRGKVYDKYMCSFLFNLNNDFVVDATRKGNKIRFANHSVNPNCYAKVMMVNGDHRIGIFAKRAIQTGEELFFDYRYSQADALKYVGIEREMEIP
Starred values were filed as active, the others as inactive; & = joins results of further samples. A portion of the library. The share of hits here may be higher or lower than overall.

What do the screens show for `CO[C@@H]1CN(C)C(=O)c2ccc(NC(C)=O)cc2OC[C@H](C)N(CC2CC2)C[C@@H]1C`?
IDH1 R132H inh: 0.3; EZH2 inh: 7

What do the screens show for `CCCN(C)C[C@H]1Oc2cc(C#CCOC)ccc2S(=O)(=O)N([C@H](C)CO)C[C@H]1C`?
IDH1 R132H inh: 0.1; EZH2 inh: 17

What do the screens show for `CO[C@@H]1CN(C)C(=O)c2ccc(NC(=O)c3ccc4c(c3)OCO4)cc2OC[C@H](C)NC[C@@H]1C`?
IDH1 R132H inh: -0.3; EZH2 inh: 5

What do the screens show for `C[C@@H]1CN([C@@H](C)CO)C(=O)c2cccc(N(C)C)c2O[C@H]1CN(C)Cc1ccc(C(=O)O)cc1`?
IDH1 R132H inh: -0.9; EZH2 inh: -2

How did COc1ccc(S(=O)(=O)N(C)C[C@@H]2Oc3ncc(C#Cc4ccccc4)cc3C(=O)N([C@H](C)CO)C[C@@H]2C)cc1 do in these assays?
IDH1 R132H inh: -1.3

How did CO[C@@H]1CN(C)C(=O)c2ccc(NS(=O)(=O)c3ccccc3Cl)cc2OC[C@H](C)NC[C@H]1C do in these assays?
IDH1 R132H inh: 0.0; EZH2 inh: 6

Results for C[C@@H]1CN([C@H](C)CO)C(=O)c2cc(NS(=O)(=O)c3ccc(Cl)cc3)ccc2O[C@@H](C)CCCCO[C@H]1CN(C)C(=O)Nc1ccc2c(c1)OCO2 ?
IDH1 R132H inh: 1.6

How did O=C1N(CCS(=O)(=O)c2ccccc2)Cc2ccccc2C[C@@]12COC(c1ccc(OCCCO)cc1)=N2 do in these assays?
IDH1 R132H inh: -0.1; EZH2 inh: 6

How did COc1cccc(NC(=O)N(C)C[C@H]2Oc3cc(C#Cc4ccncc4)ccc3S(=O)(=O)N([C@H](C)CO)C[C@H]2C)c1 do in these assays?
IDH1 R132H inh: 0.4; EZH2 inh: -32&-11

What do the screens show for `COCCCNC(=O)[C@]1(CCS(=O)(=O)c2ccccc2)N=C(c2ccc(OCCCO)cc2)O[C@@H]1c1ccccc1`?
EZH2 inh: 1

The final 2 records of the section above open the next one.
How did COc1cccc(NC(=O)N(C)C[C@H]2Oc3cc(C#Cc4ccncc4)ccc3S(=O)(=O)N([C@H](C)CO)C[C@H]2C)c1 do in these assays?
IDH1 R132H inh: 0.4; EZH2 inh: -32&-11

What do the screens show for `COCCCNC(=O)[C@]1(CCS(=O)(=O)c2ccccc2)N=C(c2ccc(OCCCO)cc2)O[C@@H]1c1ccccc1`?
EZH2 inh: 1

What do the screens show for `COc1ccc(NC(=O)N(C)C[C@@H]2Oc3ccc(NS(=O)(=O)c4cccs4)cc3C(=O)N([C@H](C)CO)C[C@H]2C)cc1`?
IDH1 R132H inh: -12

How did COc1ccc(CN(C)C[C@@H]2Oc3ccc(NC(=O)C4CC4)cc3CC(=O)N([C@H](C)CO)C[C@H]2C)cc1 do in these assays?
IDH1 R132H inh: 4.3; EZH2 inh: 4

Results for C[C@H](CO)N1C[C@H](C)[C@H](CN(C)CC2CC2)Oc2ccc(NS(=O)(=O)c3ccccc3)cc2CC1=O ?
IDH1 R132H inh: 1.2; EZH2 inh: -1

Results for COc1ccc(NC(=O)CN(c2cccc(Cl)c2)S(C)(=O)=O)cc1 ?
IDH1 R132H inh: -0.1; EZH2 inh: -21

How did O=C1C=CC(O)(/C=C/C(=O)OC[C@H]2O[C@@H](Oc3ccc(O)cc3)[C@H](O)[C@@H](OC(=O)/C=C/C3(O)C=CC(=O)C=C3)[C@@H]2O)C=C1 do in these assays?
IDH1 R132H inh: 6.3

What do the screens show for `N#Cc1c(NC(=O)Cn2cnc3scc(-c4ccccc4)c3c2=O)sc2c1CCC2`?
IDH1 R132H inh: 0.4; EZH2 inh: -8

Results for CCCNC(=O)N(C)C[C@H]1Oc2cc(C#CC3CC3)ccc2S(=O)(=O)N([C@H](C)CO)C[C@@H]1C ?
IDH1 R132H inh: 0.2; EZH2 inh: -8

What do the screens show for `C[C@H]1CN([C@@H](C)CO)C(=O)c2c(c3ccccc3n2C)-c2ccccc2CO[C@H]1CN(C)C(=O)Nc1ccccc1`?
EZH2 inh: -5

Results for C[C@@H]1CN([C@H](C)CO)C(=O)c2cc(NC(=O)Nc3ccc(F)cc3)ccc2O[C@@H]1CN(C)C(=O)Nc1ccc(C(F)(F)F)cc1 ?
IDH1 R132H inh: -0.1

Results for CN1CCN(C(=O)C[C@H]2CC[C@H](NC(=O)c3ccc4c(c3)OCO4)[C@@H](CO)O2)CC1 ?
IDH1 R132H inh: 0.0; EZH2 inh: 4

Results for O=C(N[C@@H]1CC[C@H](CCn2cc(-c3ccccc3)nn2)O[C@@H]1CO)c1ccccc1F ?
IDH1 R132H inh: 0.2; EZH2 inh: -7

What do the screens show for `NC(=O)COc1ccccc1/C=N/NC(=O)CCCCCC(=O)NO`?
IDH1 R132H inh: -0.9; EZH2 inh: 13

Results for CO[C@H]1CN(C)C(=O)c2cc(NC(=O)c3ccccc3F)ccc2OC[C@@H](C)N(CC2CCOCC2)C[C@@H]1C ?
IDH1 R132H inh: -0.2; EZH2 inh: 3

What do the screens show for `COc1ccc(S(=O)(=O)N(C)C[C@@H]2Oc3c(NC(=O)c4ccncc4)cccc3C(=O)N([C@@H](C)CO)C[C@H]2C)cc1`?
IDH1 R132H inh: 0.1

What do the screens show for `COC(=O)[C@]1(C)CCC[C@@]2(C)[C@H]1CC=C(C)[C@@H]2CCc1ccoc1`?
IDH1 R132H inh: 5.3; EZH2 inh: 6

What do the screens show for `C[C@H]1CN([C@@H](C)CO)C(=O)Cc2cc(NC(=O)Nc3ccc4c(c3)OCO4)ccc2O[C@H]1CN(C)Cc1ccc2c(c1)OCO2`?
IDH1 R132H inh: -9.2; EZH2 inh: -2

What do the screens show for `Cc1cc(I)ccc1NC(=O)CN(c1cccc(C(F)(F)F)c1)S(C)(=O)=O`?
IDH1 R132H inh: -0.1; EZH2 inh: 3

Results for CC(=O)N(C)C[C@@H]1Oc2cc(C#Cc3ccncc3)ccc2S(=O)(=O)N([C@@H](C)CO)C[C@@H]1C ?
IDH1 R132H inh: 3.9; EZH2 inh: -21

What do the screens show for `C[C@@H]1CN([C@@H](C)CO)C(=O)c2cc(-c3ccc(F)cc3)cnc2O[C@H]1CN(C)C(=O)c1cccnc1`?
IDH1 R132H inh: 0.1

What do the screens show for `C[C@@H]1CN([C@@H](C)CO)C(=O)Cc2cc(NC(=O)CCC(F)(F)F)ccc2O[C@@H]1CN(C)CC1CC1`?
IDH1 R132H inh: -0.1; EZH2 inh: -8

Results for CC1(C)CC[C@]2(C(=O)O[C@@H]3O[C@H](CO)[C@@H](O)[C@H](O)[C@H]3O)CC[C@]3(C)C(=CCC4[C@@]5(C)C[C@@H](O)[C@H](O)[C@@](C)(CO)C5CC[C@]43C)C2[C@@H]1O (stereo not given in full) ?
IDH1 R132H inh: -0.7

Results for COC(=O)c1cn(CC(=O)N2CCN(c3ccccc3)CC2)nn1 ?
EZH2 inh: 8

Results for Cc1ccc(S(=O)(=O)N(C)C[C@@H]2Oc3ccc(NC(=O)Nc4c(C)noc4C)cc3C(=O)N([C@@H](C)CO)C[C@@H]2C)cc1 ?
IDH1 R132H inh: -0.8

Results for O=C(C[C@@H]1C=C[C@@H](NC(=O)c2cnccn2)[C@H](CO)O1)NCc1ccccc1F ?
IDH1 R132H inh: 0.2; EZH2 inh: 5

How did C[C@H]1CN([C@@H](C)CO)C(=O)c2cc(C#CC3CCCCC3)cnc2O[C@H]1CN(C)C(=O)Cc1ccccn1 do in these assays?
EZH2 inh: -23

Results for COc1ccc(NC(=O)Nc2ccc3c(c2)C(=O)N([C@H](C)CO)C[C@@H](C)[C@@H](CN(C)C(=O)Nc2ccccc2)O3)cc1 ?
IDH1 R132H inh: 0.0

What do the screens show for `C[C@@H]1CN([C@H](C)CO)C(=O)c2cc(/C=C/c3ccccc3)cnc2O[C@H]1CN(C)S(=O)(=O)c1ccccc1F`?
IDH1 R132H inh: -0.1

What do the screens show for `COc1ccc(OC)c2c(C)cc(Cl)nc12`?
IDH1 R132H inh: -0.6; EZH2 inh: 4

What do the screens show for `N#Cc1c(NC(=O)COc2ccc(C(=O)NC3CCCCC3)cc2)sc2c1CCC2`?
IDH1 R132H inh: 0.3; EZH2 inh: -8

What do the screens show for `COC(=O)C[C@H]1C[C@@H]2c3cc(NS(C)(=O)=O)ccc3O[C@@H]2[C@@H](CO)O1`?
IDH1 R132H inh: 1.2; EZH2 inh: -3

How did O=C(O)CCc1nn2c3ccccc3nc2n(-c2ccccc2)c1=O do in these assays?
IDH1 R132H inh: 1.1; EZH2 inh: -7

How did CN(C)C(=O)C[C@H]1C[C@@H]2c3cc(NS(=O)(=O)c4ccc(F)cc4)ccc3O[C@@H]2[C@H](CO)O1 do in these assays?
IDH1 R132H inh: 0.3; EZH2 inh: 3

What do the screens show for `C[C@H]1CN([C@@H](C)CO)C(=O)c2cc(N(C)C)ccc2O[C@H]1CN(C)Cc1ccc2c(c1)OCO2`?
IDH1 R132H inh: 1.1; EZH2 inh: -1

What do the screens show for `COc1ccc(CN(C)C[C@H]2Oc3c(NS(=O)(=O)c4ccccc4)cccc3C(=O)N([C@H](C)CO)C[C@H]2C)cc1`?
IDH1 R132H inh: -1.5

What do the screens show for `CCCNC(=O)N(C)C[C@@H]1Oc2ncc(C#Cc3ccccc3F)cc2C(=O)N([C@H](C)CO)C[C@H]1C`?
IDH1 R132H inh: -6.1; EZH2 inh: -9

Results for C[C@@H]1CN([C@@H](C)CO)C(=O)c2cc(C#Cc3cccnc3)cnc2O[C@H]1CN(C)C(=O)CC1CC1 ?
IDH1 R132H inh: 1.4; EZH2 inh: 9

Results for COc1ccc(NC(=O)N(C)C[C@H]2OCCCC[C@H](C)Oc3ccc(NS(=O)(=O)c4ccc(Cl)cc4)cc3C(=O)N([C@H](C)CO)C[C@@H]2C)cc1 ?
IDH1 R132H inh: 0.4

How did CCN(CC(=O)Nc1ccc(Br)cc1)S(=O)(=O)c1ccc(Cl)cc1 do in these assays?
IDH1 R132H inh: -0.7; EZH2 inh: 22

Results for CN(CC(=O)Nc1ccccc1C(N)=O)S(=O)(=O)c1ccc(Br)cc1 ?
IDH1 R132H inh: 0.1; EZH2 inh: -3

How did COc1ccccc1S(=O)(=O)N[C@H]1CC[C@@H](CCNC(=O)C2CC2)O[C@H]1CO do in these assays?
IDH1 R132H inh: -0.1; EZH2 inh: -6

How did O=C(C[C@@H]1C[C@H]2c3cc(NC(=O)NC4CCCCC4)ccc3O[C@H]2[C@H](CO)O1)NCc1cccnc1 do in these assays?
IDH1 R132H inh: 0.0; EZH2 inh: 1

Results for C[C@H]1CN([C@@H](C)CO)C(=O)Cc2cc(NC(=O)c3ccncc3)ccc2O[C@@H]1CN(C)C(=O)Nc1ccc(F)cc1 ?
IDH1 R132H inh: 3.2; EZH2 inh: 13

How did C[C@H]1CN([C@@H](C)CO)C(=O)c2cccc(NC(=O)C3CCCCC3)c2O[C@H]1CN(C)C(=O)Nc1ccc2c(c1)OCO2 do in these assays?
IDH1 R132H inh: 2.7; EZH2 inh: -15

How did Cc1noc(C)c1S(=O)(=O)Nc1ccc2c(c1)C(=O)N([C@H](C)CO)C[C@@H](C)[C@@H](CN(C)CC1CCCCC1)OCCCC[C@H](C)O2 do in these assays?
IDH1 R132H inh: -1.3

What do the screens show for `CC(=O)N(C)C[C@H]1Oc2ncc(C#C[C@@H](C)O)cc2C(=O)N([C@H](C)CO)C[C@@H]1C`?
EZH2 inh: -7

How did C[C@@H]1CN([C@H](C)CO)C(=O)c2cc(NC(=O)Nc3ccc4c(c3)OCO4)ccc2O[C@@H]1CN(C)S(=O)(=O)c1cccs1 do in these assays?
IDH1 R132H inh: 0.3

What do the screens show for `CCc1ccccc1NC(=O)Cn1nc([N+](=O)[O-])cc1C`?
IDH1 R132H inh: 0.4; EZH2 inh: 6

Results for CO[C@H]1CN(C)C(=O)c2ccc(NS(=O)(=O)c3ccccc3F)cc2OC[C@@H](C)NC[C@H]1C ?
IDH1 R132H inh: 0.1; EZH2 inh: 2

How did CC(C)COC(=O)N(C)C[C@@H]1OCc2ccccc2-c2ccccc2C(=O)N([C@@H](C)CO)C[C@H]1C do in these assays?
IDH1 R132H inh: -2.0; EZH2 inh: 1

What do the screens show for `CCc1cccc(C)c1NC(=O)CSc1nnc(C)n1-c1ccc(F)cc1`?
IDH1 R132H inh: 1.5; EZH2 inh: -7

How did COc1ccc(C#Cc2cnc3c(c2)C(=O)N([C@H](C)CO)C[C@H](C)[C@H](CN(C)Cc2cccc(C)c2)O3)cc1OC do in these assays?
IDH1 R132H inh: -0.2

How did CO[C@H]1CN(C)C(=O)c2cc(NC(C)=O)ccc2OC[C@H](C)NC[C@@H]1C do in these assays?
IDH1 R132H inh: -0.2; EZH2 inh: 3

Results for O=C1c2ccccc2C(=O)N1C[C@@H]1CCCN(Cc2ccc(OCCO)cc2)C1 ?
EZH2 inh: 5

Results for C[C@@H]1CN([C@H](C)CO)C(=O)c2cccc(NS(=O)(=O)c3ccc(Cl)cc3)c2O[C@H]1CN(C)Cc1ccc(Oc2ccccc2)cc1 ?
IDH1 R132H inh: -1.1

5 structures already listed, ordered by number of heavy atoms, highest first:
How did COc1ccc(C#Cc2cnc3c(c2)C(=O)N([C@H](C)CO)C[C@H](C)[C@H](CN(C)Cc2cccc(C)c2)O3)cc1OC do in these assays?
IDH1 R132H inh: -0.2

How did CC(C)COC(=O)N(C)C[C@@H]1OCc2ccccc2-c2ccccc2C(=O)N([C@@H](C)CO)C[C@H]1C do in these assays?
IDH1 R132H inh: -2.0; EZH2 inh: 1

Results for CO[C@H]1CN(C)C(=O)c2ccc(NS(=O)(=O)c3ccccc3F)cc2OC[C@@H](C)NC[C@H]1C ?
IDH1 R132H inh: 0.1; EZH2 inh: 2

Results for O=C1c2ccccc2C(=O)N1C[C@@H]1CCCN(Cc2ccc(OCCO)cc2)C1 ?
EZH2 inh: 5

What do the screens show for `CCc1ccccc1NC(=O)Cn1nc([N+](=O)[O-])cc1C`?
IDH1 R132H inh: 0.4; EZH2 inh: 6
